S100A4 inh HTS: S100A4-myosin IIA interaction inhibition; P26447; S100A4/TAMRA-MyoIIA peptide fluorescence polarization; inhibition, % at 10.7 µM; hit rate 0.14% among 360,000; AID 652163;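 active = mean inhibition of at least 70% across replicates, with every replicate also reaching that level; inconclusive = mean inhibition reaches 70% but some replicates fall short; inactive = mean inhibition below 70%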
Target sequence (P26447 whole entry, looked up): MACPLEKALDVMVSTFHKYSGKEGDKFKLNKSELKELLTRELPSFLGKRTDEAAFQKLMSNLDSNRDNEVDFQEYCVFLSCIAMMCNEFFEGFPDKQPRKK
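incubation = readout 5 min after mixing, signal stable up to 60 min | system = S100A4 monomer protein | buffer or medium = HEPES pH 7.2 with CaCl2, KCl, NaCl, DTT, Triton | benchmarks = neutral control DMSO, positive control TFP | also added = fluorescent myosin IIA peptide, 5 nM | compound dosing = one concentration per compound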
RAD52 anneal inh: RAD52 (human) annealing inhibition. P43351. recombinant RAD52 DNA annealing, FRET fluorescence. inhibition, % at 18.7 µM. hit rate 0.46% among 360,000. AID 651710;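 active = every replicate showing at least 50% inhibition; inconclusive = mean inhibition at least 50% but not in every replicate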
E-sel inducer: E-selectin induction on HUVECs; P16581; HUVEC E-selectin immunofluorescence imaging; normalized: neutral wells 0, TNF-alpha wells 100; activation, % at 7.58 µM; hit rate 0.37% among 260,000; AID 686992;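 active = mean E-selectin-positive cell signal at least 10% of the positive control, reached in at least 60% of replicates, without over 20% cell loss; inconclusive = no rule given, readout overlaps actives, possibly toxicity-flagged; inactive = the rest, including those meeting only one limit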;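 note: in these data hits start at about 27%; measured in HUVEC primary endothelial cells; signal is the percent of cells scored E-selectin positive by PE staining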
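assay system = HUVEC, human umbilical vein endothelial cells | input = 3,000 HUVEC seeded per well | medium = EGM-2 growth medium on 0.1% gelatin-coated wells | dosing = one compound dose added by pin transfer | signal = immunofluorescence imaging | read-out basis = % PE-positive cells | control set = TNF-alpha, DMSO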
esBAF inh: blocks esBAF chromatin remodeling in mouse ES cells; Bmi1-luciferase knock-in reporter, 24 h; 100% = twice the neutral-well signal; reporter increase, % at 12.5 µM; hit rate 2% among 350,000; AID 602393; in the data active = activation above about 40%; inconclusive = no clear call, values can overlap the other calls;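 note: 0% = median of the plate's neutral control wells and 100% = double that signal; a rise in the Bmi1 reporter signal indicates esBAF inhibition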
XiGFP reactiv: activators of X-chromosome reactivation in mouse fibroblasts. activation, % at 7.58 µM. hit rate 0.055% among 360,000. AID 743238. XiGFP mouse fibroblasts, % GFP-positive cells imaging, 3 d; cells co-treated with 5-aza-dC sensitizer; scaled so ellipticine positive control = 100%;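 active = mean normalized replicate activation at least 10% and every replicate at or above 10%; inconclusive = only one of the two criteria met; inactive = mean below 10% and not all replicates reach 10%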;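 note: 0% = median of on-plate neutral control wells and 100% = ellipticine 6 µM median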
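Schedule: 3 d treatment, 15 min room-temperature fixation; system: 68-5-11 XiGFP fibroblast line; buffer or medium: DMEM plus 5-aza-dC sensitizer; control set: ellipticine 6 µM positive control; compound: one concentration, pinned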
ERAP1 inh: blocks human ERAP1 aminopeptidase activity | AID 652197 | recombinant ERAP1, Leu-AMC fluorescence, 60 min | Q9NZ08 | hit rate 0.15% among 340,000 | inhibition, % at 10.7 µM;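 active = mean replicate inhibition of at least 30%, or all replicates individually reaching that 30% level; inactive = mean below 30% and not every replicate reaching it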;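 note: 0% = neutral control wells and 100% = L-leucinethiol positive control wells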
RAD54 branch: RAD54 (human) branch migration inhibition; Q92698; RAD54 Holliday junction branch migration, FAM/BHQ fluorescence; inhibition, % at 10.4 µM; hit rate 0.14% among 360,000; AID 602329;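 active = mean normalized replicate activity at least 40 and at least half of replicates scoring 40 or more; inconclusive = only one of the two criteria met; inactive = mean below 40 and under half of replicates reaching 40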;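 note: 0% = median of neutral control wells and 100% = median of positive control wells; inhibitors cause a drop in the FAM fluorescence signal; in these data hits start at about 50%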
Target sequence (Q92698 whole entry, looked up): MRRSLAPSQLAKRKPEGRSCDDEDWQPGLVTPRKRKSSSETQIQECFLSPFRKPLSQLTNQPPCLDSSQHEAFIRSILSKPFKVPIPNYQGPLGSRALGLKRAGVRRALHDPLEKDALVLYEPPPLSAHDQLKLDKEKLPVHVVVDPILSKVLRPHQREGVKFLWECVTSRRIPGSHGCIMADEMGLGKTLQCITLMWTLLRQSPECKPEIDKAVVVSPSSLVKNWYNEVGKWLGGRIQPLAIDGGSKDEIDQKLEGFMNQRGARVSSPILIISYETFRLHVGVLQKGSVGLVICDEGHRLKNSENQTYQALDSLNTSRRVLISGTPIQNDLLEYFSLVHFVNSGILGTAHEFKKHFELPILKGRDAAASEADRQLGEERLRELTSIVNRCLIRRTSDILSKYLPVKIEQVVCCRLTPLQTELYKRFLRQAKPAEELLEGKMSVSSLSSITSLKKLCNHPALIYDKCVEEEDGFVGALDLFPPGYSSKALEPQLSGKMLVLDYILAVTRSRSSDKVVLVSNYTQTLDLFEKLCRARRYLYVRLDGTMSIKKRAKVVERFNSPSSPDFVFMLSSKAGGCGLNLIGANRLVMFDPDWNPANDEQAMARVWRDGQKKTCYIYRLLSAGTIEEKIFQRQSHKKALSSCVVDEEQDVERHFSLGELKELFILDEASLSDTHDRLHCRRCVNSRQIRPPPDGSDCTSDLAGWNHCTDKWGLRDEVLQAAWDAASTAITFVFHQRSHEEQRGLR
ERp5 inh: ERp5 (human) disulfide isomerase inhibition. hit rate 0.05% among 350,000. inhibition, % at 9.99 µM. Q15084. ERp5 insulin aggregation, absorbance 650 nm, 90 min;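 active = mean replicate inhibition above about 25%, with every replicate also reaching it, limit read from the data, passing the limit was not always enough; inconclusive = only one of those two criteria met; inactive = neither criterion met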
Starred values were filed as active, the others as inactive; ? = inconclusive; nt = no result given; & = joins results of further samples. Compounds were not picked by outcome, and some 2.5% of all compounds hit somewhere here.

SMILES	RAD52 anneal inh	E-sel inducer	S100A4 inh HTS	RAD54 branch	ERAP1 inh	XiGFP reactiv	esBAF inh	ERp5 inh
C[C@@H]1CN([C@@H](C)CO)C(=O)c2cc(NS(=O)(=O)c3cn(C)cn3)ccc2O[C@@H](C)CCCCO[C@H]1CN(C)C(=O)CCC(F)(F)F	-11	-0.1	-48	-1	0	-0.1	10	7
CN(CCc1ccccc1)C(=O)c1cccc(NC(=O)Cc2cccc(NC(=O)C3CCN(C(=O)C4CCCC4)CC3)c2)c1	-8	-0.2	-4	1	0	0.3	6	0
CCCC#Cc1ccc([C@H]2[C@@H](CO)N3C(=O)CN(C(=O)c4cccnc4)C[C@@H]23)cc1	10	-0.2	0	nt	1	0.0	nt	4
CCOc1ccc(NC(=O)COn2nnc3ccc(S(=O)(=O)N4CCOCC4)cc32)cc1	-6	nt	1	nt	-1	0.0	nt	2
O=C(C[C@H]1C[C@H]2c3cc(NC(=O)CC4CC4)ccc3O[C@H]2[C@H](CO)O1)NCC(F)(F)F	-3	0.2	6	-2	-3	0.5	0	-3
FC(F)(F)c1cccc(Cc2noc(CN3CCCC(OCc4ccccn4)C3)n2)c1 (configuration not stated)	-2	-0.3	-7	nt	-2	0.0	nt	0
COc1ccc(-n2ccnc(SCC(=O)NC3CCCC3)c2=O)cc1OC	-6	nt	-3	nt	0	-0.1	nt	-1
O=C(c1cnccn1)N1CC(=O)N2[C@H](C1)[C@H](c1ccc(C#CCC3CCCC3)cc1)[C@@H]2CO	2	0.9	-6	nt	4	0.1	nt	-3
c1ccc(Nc2ccc(NCCc3c[nH]c4ccccc34)cc2)cc1	78*	0.1	-29	nt	3	0.7	nt	-2
CCCn1c(SCC(=O)NCc2ccc(C)cc2)n[nH]c1=O	-2	-0.1	-1	nt	-2	?	-6	-3
Cc1ccc(S(=O)(=O)N(C)C[C@@H]2OCCCC[C@@H](C)Oc3ccc(NC(=O)c4ccccc4)cc3C(=O)N([C@@H](C)CO)C[C@@H]2C)cc1	-30	nt	-2	2	1	0.1	3	-1
CCc1nc2c(OCCOc3ccccc3)cccn2c1N(C)C(=O)c1ccccc1F	-58	nt	-4	10	-1	0.1	4	4
COc1cc(-c2cc(C(=O)Nc3ccc(S(N)(=O)=O)cc3)c3ccccc3n2)cc(OC)c1OC	-10	nt	-4	3	1	-0.1	32	1
CC(C)(C)OC(=O)CC[C@@H](C(=O)N1CCN(C(=O)OC(C)(C)C)CC1)n1cc(C(Cc2ccc(O)cc2)NC(=O)OC(C)(C)C)nn1 (some centres not stated)	-1	-0.1	-3	4	1	0.0	1	7
Cc1c(O)cc2c(c1O)C(=O)CC(c1ccc(O)cc1)O2 (configuration not stated)	-12	nt	3	-4	nt	nt	-2	1
O=C(NCC(F)(F)F)[C@@H]1[C@@H](CO)[C@@H]2Cn3c(cccc3=O)[C@@H]2N1Cc1cccc(F)c1	-9	0.3	17	-1	3	0.0	0	3
COc1ccc(CN2CCNC(=O)C2CC(=O)NCC2CCOCC2)c(F)c1 (configuration not stated)	5	nt	22	-2	0	-0.1	nt	3
COc1ccc(NC(=O)N[C@@H]2CC[C@@H](CCNC(=O)c3cc(Cl)cc(Cl)c3)O[C@H]2CO)cc1	-6	0.1	-5	-4	3	-0.5	1	9
CC1(C(=O)Nc2nc3ccccc3s2)CC1(Br)Br (configuration not stated)	-2	0.0	1	10	0	0.0	?	0
Cc1cc2c(=O)oc(-c3ccc(Br)cc3)nc2s1	-17	nt	28	nt	-4	-0.2	nt	2
Cc1ccc(S(=O)(=O)Nc2ccc3c(c2)C(=O)N([C@H](C)CO)C[C@@H](C)[C@@H](CN(C)CC2CCCCC2)O3)cc1	10	-0.2	-2	-9	2	0.1	2	2
CSCCC(C(=O)NC1CCCC1)n1c(-c2ccccn2)nc2ccccc21 (configuration not stated)	-18	0.8	-4	nt	-2	nt	nt	2
O=C(COC(=O)c1ccc(Cl)nc1)Nc1nnc(-c2ccccc2)o1	-18	0.1	7	-6	-2	-0.1	-6	4
O=C(O)C(c1ccccc1)C1CCCCC1O (configuration not stated)	-4	-0.3	0	2	0	0.2	-9	-1
O=C(CN(C(=O)c1csnn1)c1ccc(F)c(Cl)c1)NCc1ccc2c(c1)OCO2	-1	1.1	5	-10	-4	0.0	2	2
CCCn1cnc2cc(NCc3cccc(OC)c3)ccc21	8	nt	-1	-4	3	nt	52*	5
CCc1cc2c(SC(C)C(=O)NC3CCCC3)ncnc2s1 (configuration not stated)	-16	0.2	-2	-4	4	-0.1	-4	-9
Cc1cc(N2CCCC2)ccc1NC(=O)COc1ccccc1	-17	0.4	-14	0	0	1.6	10	3
O=C(C[C@H]1CC[C@@H]2[C@H](COC[C@@H](O)CN2C(=O)Nc2ccc(Cl)c(Cl)c2)O1)NCc1ccc(F)cc1	11	0.1	-13	5	3	-0.1	2	3
COc1ccc(NC(=O)N(C)C[C@@H]2Oc3ccc(NC(=O)Nc4ccc(F)cc4)cc3CC(=O)N([C@@H](C)CO)C[C@@H]2C)cc1	-5	-0.1	4	6	4	-0.3	3	79*
OC[C@@H]1CN(Cc2ccc3c(c2)OCO3)C[C@H](n2cnc3c(NCc4ccco4)ncnc32)O1	-24	-0.5	2	14	1	0.2	0	-6
Cc1ccc2ncccc2c1NC(=S)NC(=O)c1ccccc1	-5	6.4	-2	nt	-1	0.0	nt	-8
Cc1cccc(N2CCN(C(=O)CNC(=O)C3CCCCC3)CC2)c1C	-8	0.9	4	-2	-1	0.0	?	-1
Cc1ccc(S(=O)(=O)Nc2cccnc2)cc1C	-14	nt	4	-4	2	0.7	2	0
CO[C@@H](CN(C)C(=O)C1CCOCC1)[C@H](C)CN(C(=O)Nc1ccc(F)cc1)[C@H](C)CO	-3	0.2	13	-8	0	-0.1	8	-7
COc1ccc(Cc2[nH]n3c(=O)cc(C)nc3c2-c2ccccc2)cc1	-5	nt	1	-3	1	0.0	-2	-9
CCCNC(=O)c1ccccc1NC(=O)COc1cccc2c1OC(C)(C)C2	1	0.4	-3	4	2	0.1	-8	-2
O=C(NC1CCCCC1)N1CC2(C1)[C@H](c1ccccc1)[C@@H](CO)N2CC1CC1	-8	0.0	-13	nt	0	0.0	nt	4
C[C@@H]1CN([C@H](C)CO)C(=O)c2cc(NC(=O)Nc3cccc4ccccc34)ccc2O[C@@H](C)CCCCO[C@H]1CN(C)S(=O)(=O)c1cn(C)cn1	-21	0.5	-10	1	1	0.2	0	-1
CC(C)[C@@H]1Cc2[nH]c(=O)[nH]c(=O)c2[C@H](C)O1	-17	0.6	-4	nt	nt	0.1	nt	-7
CCOc1cccc2sc(N(CCCN(C)C)C(=O)c3ccc(S(=O)(=O)N(C)c4ccccc4)cc3)nc12	49	1.0	1	nt	-2	0.0	nt	7
CC(c1ccccc1)n1c(Br)nc2c1c(=O)[nH]c(=O)n2C (configuration not stated)	-10	nt	-7	-10	2	0.0	-2	-1
O=C(NCCc1c[nH]c2ccccc12)C1CCN(Cc2ccc(Br)cc2)CC1	-66	2.9	-10	-5	-1	0.0	5	0
C[C@@H]1CN([C@@H](C)CO)C(=O)Cc2cc(NS(=O)(=O)c3ccccc3)ccc2O[C@@H]1CN(C)S(=O)(=O)c1cn(C)cn1	-7	-1.6	36	1	0	0.0	2	3
CN(C)C(=O)C[C@H]1C[C@H]2c3cc(NC(=O)CC4CC4)ccc3O[C@H]2[C@@H](CO)O1	4	-0.2	-1	10	-1	0.0	-4	-6
COc1ccc(OC)c(NC(=O)CSc2nnc(C3CCCCC3)n2N)c1	-7	0.0	0	4	0	0.0	7	-1
CC(C)NC(=O)N1[C@H](CO)[C@@H]2c3ccccc3NC[C@@H]21	-1	0.5	-13	-6	11	0.0	-9	-2
CC(C)c1ccc(-n2nnnc2SCc2nc(N)nc(N)n2)cc1	-19	nt	-2	-8&-13	0	0.2	-1	11
CS(=O)(=O)N1CCCC(C(=O)Nc2ccc(F)c(F)c2)C1 (configuration not stated)	7	nt	0	-3	1	-0.1	0	3
CN1CCN(c2nc(-c3ccc(Cl)c(Cl)c3)nc3ccccc23)CC1	5	nt	2	-2	-2	nt	-2	2
C/C(=N\NC(=O)CNC(=O)C1COc2ccccc2O1)c1ccc(Cl)cc1 (configuration not stated)	-9	0.2	-1	nt	nt	0.0	nt	-2
COc1ccc(-n2cnnc2SCC(=O)Nc2cccnc2Cl)cc1	-9	nt	1	nt	1	0.4	nt	3
COC(=O)C[C@@H]1C[C@H]2c3cc(NC(=O)Nc4ccc(F)cc4)ccc3O[C@H]2[C@H](CO)O1	nt	0.2	nt	-2	nt	-0.1	6	nt
CC1CCCC12NC(=O)NC2=O (configuration not stated)	-2	0.2	-2	nt	2	0.0	nt	8
CO[C@H]1CN(C)C(=O)c2cc(NS(C)(=O)=O)ccc2OC[C@H](C)NC[C@@H]1C	0	-0.2	13	-3	4	0.2	-2	11
CN(CCC#N)C(=O)COC(=O)c1ccc(Cl)c(S(=O)(=O)N(C)c2ccccc2)c1	-3	nt	4	nt	1	0.0	nt	8
Cc1cccc(-n2ncc3c(N4CC(C)CC(C)C4)ncnc32)c1 (configuration not stated)	-10	-1.4	-1	3	1	0.0	62*	3
O=S1(=O)CCOC[C@H](c2ccccc2)N1Cc1cccc(F)c1	0	-0.2	3	-3	7	0.0	-6	-2
